Screening results from PubChem BioAssay.
S2 tox – reduces viability in counter-screen for ATXN expression inhibitors; hit rate 0.49% among 400,000; Potency, µM (series often up to 56.7 µM), actives largely listed as cytotoxic; S2 cells (HEK-293 line with an ATXN2-luciferase reporter) viability, CellTiter-Fluor protease fluorescence, 24 h; AID 651635; note: potency is the fitted concentration of half-maximal effect; nearly all actives have a fitted effect of over 40% in size
Nrf2 inh – inhibitors of Nrf2 signaling. Potency, µM (doses to about 46 µM), for the others: at the top dose activity change, negative = inhibition, actives largely listed as inhibitors. A549 ARE-Fluc reporter, luciferase luminescence, 18-24 h. hit rate 2.1% among 360,000; note: potency is the fitted concentration of half-maximal effect; % is set by controls: 0 for no effect and ±100 for the full control effect; nearly all actives have a fitted effect of over 60% in size
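Concentration-response testing used A549 ARE_Fluc cells at 5000 cells/well. Following an 18-24 h compound incubation, viability was read by fluorescence (Ex 405/Em 525) and luciferase output by luminescence.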
Nrf2 activator – activators of Nrf2 (ARE) signaling; Potency, µM (titrated, usually from 46.1 µM), for inactives: top-dose activation, hits mostly activators; hit rate 0.31% among 410,000; AREc32 ARE-luciferase reporter (MCF7-derived line), luminescence, 24 h; note: potency is the fitted concentration of half-maximal effect; % of control where 0% means no effect; nearly all actives have a fitted effect of over 65% in size
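Nrf2 activation is followed as ARE-luciferase induction in the AREc32 line after one day of compound treatment; luminescence is read with Steady-Glo.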
ATXN2 expr inh – ATXN2 expression inhibition; HEK-293 ATXN2-luciferase reporter, luminescence, 24 h; Potency, µM (highest dose often 57 µM), inactives show at the top dose activity change, negative = inhibition, usual class: inhibitors; hit rate 0.72% among 360,000; note: potency is the fitted concentration of half-maximal effect; % is set by controls: 0 for no effect and ±100 for the full control effect; nearly all actives have a fitted effect of over 55% in size
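qHTS (up to 57 uM final) was run with 24 h compound exposure of reporter cells at 37 °C. Each well was multiplexed: SteadyGlo luminescence measured ATXN2-luciferase expression after a fluorogenic Gly-Phe-AFC viability readout (25 uM final).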
TGFb inhibitor – blocks TGF-b signaling; HepG2 CAGA-GFP TGF-b/SMAD3 reporter, GFP fluorescence, 18 h; TGF-beta stimulated, 500 pg/mL final; Potency, µM (series often up to 46.1 µM), inactives show at the highest dose activity, negative = inhibition, hits mostly inhibitors; hit rate 1.2% among 410,000; note: potency is the fitted concentration of half-maximal effect; % is set by controls: 0 for no effect and ±100 for the full control effect; nearly all actives have a fitted effect of over 65% in size
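Inhibition was scored as loss of TGF-beta-induced (500 pg/mL final, 18 hours, 37 degrees C) GFP in HEPG2 cells carrying a CAGA-GFP reporter, in DMEM with 1% FBS. Well GFP was summed per cell; Activity was normalised to unstimulated and stimulated DMSO wells, then concentration-response fitting.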
IL-1B inflam inh – blocks inflammasome-driven IL-1 beta release. activity change, % at 57.5 µM. hit rate 4.7% among 360,000. THP-1 LPS/ATP IL-1B secretion, AlphaLISA, 16 h; hits give low values; in the data active = activity change below about -50%; inconclusive = mostly about -30% to -49%; note: % is set by controls: 0 for no effect and ±100 for the full control effect
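THP-1 cells pretreated 1 hr with compounds (up to 57.5 uM final), then stimulated with LPS (250 ng/mL final) plus ATP (1.25 mM final); secreted IL-1B measured by AlphaLISA after 16 hr, decreased signal indicating inhibition.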
HepG2 tox – HepG2 cytotoxicity, counter-screen for TGF-b inhibitors; HepG2 CAGA-GFP viability, ATP luminescence, 18 h; Potency, µM (top dose mostly 46.1 µM), for the others: at the highest dose activity change, negative = cytotoxicity, most hits filed as cytotoxic; hit rate 0.76% among 410,000; note: potency is the fitted concentration of half-maximal effect; some results filed as inactive show a strong effect at the top dose
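HepG2 CAGA-GFP cells (1000/well, DMEM with 1% FBS) received compound, then TGF-beta at 500 pg/mL final, and were incubated 18 hours at 37 degrees C. Viability was read by CellTiter-Glo luminescence. Media-only wells were set as complete cell-killing and DMSO as no toxicity.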
MCF10A rerep – induces DNA re-replication in MCF 10a normal breast cells; MCF 10A DNA re-replication, Hoechst nuclear intensity, 48 h; Potency, µM (highest dose often 46.1 µM), for inactives: at the top dose activity, positive = re-replication, usual class: activators; hit rate 2.9% among 350,000; note: potency is the fitted concentration of half-maximal effect; % of control where 0% means no effect; nearly all actives have a fitted effect of over 50% in size
A549 viability – counter-screen for Nrf2 inhibitors: cytotoxicity in A549 cells | A549 ARE-Fluc cells, CellTiter-Fluor viability, 18-24 h | Potency, µM (top dose mostly 46 µM), for inactives: at the highest dose activity change, negative = cytotoxicity, most hits filed as inhibitors | hit rate 0.16% among 390,000; note: potency is the fitted concentration of half-maximal effect; % is set by controls: 0 for no effect and ±100 for the full control effect
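A549 ARE-Fluc cells in 5% FBS OPTI-MEM, 5000 cells/well, rested 2 h then exposed to compounds in concentration-response for 18-24 h at 37 °C. Viability by CellTiter-Fluor fluorescence (Ex 405/Em 525) after 30 min; luciferase luminescence (BugLite, 15 min, RT) read afterwards.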
* = called active by the depositor; i = inactive; u = inconclusive; x = not tested or not shown; [ ] = another dose, or the depositor's remark. Unless noted, calls come from the whole dose curve; as a rule, active = well fitted curve in the direction sought with a large enough effect; inconclusive = small, poorly fitted or top-dose-only effect, or another doubt; inactive = no such curve, though single readings can be large; an effect the other way counts as inactive or inconclusive.

compound | S2 tox | Nrf2 inh | TGFb inhibitor | ATXN2 expr inh | A549 viability | MCF10A rerep | IL-1B inflam inh | Nrf2 activator | HepG2 tox
Cc1cc(C)c2c(=O)cc(C(F)F)oc2c1 | i | x | -5% | 2% | -3% | -20% | -7 | 0.2% | 8%
CCc1ccc(NC(=O)COC(=O)/C=C/c2c(C)nn(C3CCS(=O)(=O)C3)c2Cl)cc1 (stereo unspecified) | i | -5% | -16% | -1% | 8% | -4% | -17 | -1.1% | -40%
CCN(CC)CCCNC(=O)c1cc2c(=O)[nH]c3ccc(C)cc3c2s1 | i | 11% | -2% | u | 4% | 0% | -66* | 2.4% | -31%
Cc1ccc(C(=O)Nc2ccc(-c3cn4cccnc4n3)cc2)cc1C | u | 23µM* | u | u | -11% | x | x | -1.2% | -61%
CCOC(=O)NN=C1c2ccccc2-c2ccccc21 | u | -4% | 4% | -24% | -3% | 1% | -3 | 3.6% | -21%
CC(=O)N1c2ccc(S(=O)(=O)N(C)c3cc(C)ccc3C)cc2CC1C (stereo unspecified) | i | -22% | 0% | x | u | u | 39 | 0.2% | -8%
O=C(CSc1nnc(CNC(=O)c2ccccc2)o1)c1ccc(Cl)cc1 | i | 4% | -17% | -14% | -2% | 0% | -1 | 6.0% | -22%
CC1CN=C(N(C(=O)Nc2ccccc2)C(C)c2ccccc2)S1 (stereo unspecified) | i | 9% | -4% | x | -6% | -3% | -19 | -0.1% | -15%
COc1cc(OC)c(OC)cc1/C=C/c1cc(C(F)(F)F)[nH]c(=O)n1 | i | 6% | 14% | 4% | -14% | 23µM* | -7 | 1.4% | 0%
COc1cc(/C=C/C(=O)OCC(=O)N2CCC(C)CC2)ccc1OCC#N | i | u | 1% | 2% | -2% | 10% | -28 | 0.0% | 3%
N#CCCNS(=O)(=O)c1ccc(C(=O)OCC2CCCCC2)cc1 | i | u | u | -6% | u | 40% | 11 | 6.1% | -74%
CCN(CC(N)=O)S(=O)(=O)c1ccc(F)cc1 | i | -1% | 15% | -5% | 1% | -19% | -19 | 0.0% | 12%
CN(CCCN1CCOCC1)Cc1cn(C)nc1-c1ccccc1F | i | 3% | 8% | -16% | 9% | -1% | 1 | 0.5% | 6%
CCOC(=O)C1=C(C)NC(C)=C(C(=O)OCC)C1c1nc2ccccc2[nH]1 | i | 7% | 12% | 4% | -4% | 4% | 25 | -0.1% | 3%
Cc1ccc(SCC(=O)N2CCCC2)cc1 | i | -10% | -7% | 26% | -3% | 7% | -14 | 0.0% | 19%
COC(=O)c1cc(S(=O)(=O)N2CCC(C)CC2)cn1C | i | 7% | 4% | x | -8% | -7% | 12 | 0.0% | -7%
CNC(=S)NN(c1ccccc1)c1ccccc1 | i | 3% | 30% | -13% | 6% | 0% | -18 | -0.9% | -3%
CC(NC(=O)Nc1ccc([N+](=O)[O-])cc1)C(c1cccs1)N1CCCC1 (stereo unspecified) | i | -8% | 0% | -15% | 7% | 18% | -16 | 1.2% | -18%
COc1ccc(S(=O)(=O)Nc2cccc3c2O[C@H](CN(C)C)[C@@H](C)CN([C@H](C)CO)C3=O)cc1 | i | 2% | -6% | 4% | -1% | 11% | 17 | 0.3% | 6%
O=C(c1ccco1)N1CCN(S(=O)(=O)c2cc(Cl)ccc2Cl)CC1 | i | -1% | 13% | 14% | 5% | -2% | -5 | -0.2% | 5%
CCOC(=O)c1nn(-c2ccccc2)c(=O)cc1OCC(=O)Nc1cccc(OC)c1 | i | 3% | -14% | -11% | -4% | -3% | 19 | -0.4% | -17%
COc1cc2c(C(=O)Nc3ccc(C)cc3Br)cn(C)c(=O)c2cc1OC | i | 9%[9.27 µM] | 14% | 10% | -3% | x | x | -0.1% | 1%
Cc1ccc(S(=O)(=O)N2CCCCC2CCNC(=O)C(=O)NCc2ccco2)cc1 (stereo unspecified) | i | 1% | 1% | -18% | -12% | 9.2µM* | -17 | 3.7% | 11%
C[C@H](NC(=O)c1nc[nH]c1C(=O)N1CCc2ccccc2C1)C(=O)OCc1ccccc1 | i | 15% | u | 3% | -5% | 29% | 3 | 3.2% | -24%
CCOC(=O)N1CCN(C(=O)c2ccc(NC(=O)c3ccc(C)cc3)cc2)CC1 | i | x | 13% | 4% | -1% | 8% | -17 | 0.2% | 18%
O=C(c1cccc([N+](=O)[O-])c1)N1CCN(Cc2ccccc2)CC1 | i | -1% | 0% | -16% | -1% | -4% | -22 | -0.4% | 0%
O=C(COC(=O)c1c[nH]c2ccccc12)NC1CCCC1 | u | 6% | 42%[activator] | x | 8% | 13% | 4 | 6.2% | 14%
CCCOc1cccc(C(=O)Nc2cc(-c3nc4ccccc4[nH]3)ccc2C)c1 | 20µM* | u | u | u | u | x | x | -2.1% | -29%
CCOc1ccccc1NS(=O)(=O)c1c(C)noc1C | i | 8% | 6% | 6% | 10% | 11% | 20 | 0.0% | -3%
CCCCn1c(=S)[nH]c2ncccc2c1=O | i | -20% | -4% | -13% | -8% | 11% | -11 | -1.7% | 6%
Cc1nc2c(-c3ccc(F)cc3)cnn2c(N)c1-c1ccc(F)cc1 | i | u | u | 106%[activator] | 5% | 5% | -67* | 5.3% | -17%
CC(=O)c1ccc(Nc2c([N+](=O)[O-])ccc3nonc23)cc1 | i | 3% | 0% | -8% | -6% | 0% | 18 | 0.1% | 13%
COc1ccc2nc(SC)cc(C)c2c1 | i | 0% | 24% | 1% | 0% | 1% | -9 | -0.1% | 3%
CCCn1c(N)c(C(=O)CSc2nnc(C3CC3)n2-c2ccccc2)c(=O)[nH]c1=O | i | 7% | 19% | x | -1% | -1% | -14 | -1.7% | -1%
Cc1nc2nc(-c3cccs3)cn2nc1C | x | u | 20% | -26% | u | 23% | -11 | u | -60%
CCOC(=O)c1c(NC(C)=O)c2c3c(sc2n1Cc1cc(C)ccc1C)CCCC3 | x | -12% | x | x | -13% | x | x | 7.7% | -3%
Cc1cccn2c(CNCC3OCCc4ccccc43)c(C(=O)N3CCCCC3)nc12 (stereo unspecified) | i | -5% | -6% | x | -1% | 0% | 12 | -1.0% | -4%
O=C(Cc1c(O)c2ccccc2[nH]c1=O)OC1CCCCC1 | i | -7% | -2% | 2% | 3% | 12% | 22 | 0.1% | -13%
COc1ccc(NC(=O)CSCc2cc(=O)n3c(C)csc3n2)cc1 | i | 14% | -18% | 0% | -2% | 2% | 28 | 0.6% | 5%
O=c1cc[nH]c2cccc(Cc3ccccc3)c12 | i | -3% | 0% | -9% | -2% | 7% | -9 | 0.3% | -36%
CC(=O)Nc1nc(COc2ccccc2)cs1 | i | u | u | 23% | 0% | 5% | -5 | 2.4% | -69%
COC(=O)c1c(NC(=O)CC2Nc3cc(C)c(C)cc3NC2=O)sc(C)c1C (stereo unspecified) | i | 8% | 164%[activator] | -13% | 5% | 18% | 7 | 0.3% | -18%
CCc1ccc2c(c1)NC(=O)C2(C)Cc1ccccc1C#N (stereo unspecified) | i | x | u | -25% | x | x | 10 | -0.5%[9.22 µM] | -17%
COc1cc2c3nnc(-c4ccc(F)cc4)c-3cn(Cc3ccc(F)cc3)c2cc1OC | i | -6% | 40%[activator] | u | -6% | 18µM* | 21 | 19% | -111%
Cc1cc(C)c(S(=O)(=O)c2ccccc2)c(N(C)C)n1 | i | 0% | 10% | 1% | 1% | 8% | 15 | -0.4% | 0%
COc1cccc(C(=O)NC2(C(F)(F)F)C(=O)Nc3c2c(=O)[nH]c(=O)n3-c2ccc(C)cc2)c1 (stereo unspecified) | i | -2% | 5% | 8% | -2% | x | x | 0.0% | 0%
Cc1cc(NC(=O)CCC(=O)N(CCC(C)C)C(C(=O)NCC2CCCO2)c2ccccc2C)no1 (stereo unspecified) | i | 4% | u | -12% | -1% | -2% | -57* | -0.3% | -21%
Cc1cccc(CN2C(=O)N/C(=C/c3ccc(C)s3)C2=O)c1 | i | 1% | 62%[activator] | 1% | -19% | 7.3µM* | 0 | 2.4% | -2%
O=C(COC(=O)c1cc(S(=O)(=O)N2CCOCC2)ccc1Cl)c1ccc[nH]1 | i | x | -15% | x | x | x | -26 | -0.4% | -36%
COc1ccc(N)c(C)c1 | i | 9% | 22% | 4% | -6% | -1% | -26 | -0.1% | -3%

Carrying on.
compound | S2 tox | Nrf2 inh | TGFb inhibitor | ATXN2 expr inh | A549 viability | MCF10A rerep | IL-1B inflam inh | Nrf2 activator | HepG2 tox
O=C(c1ccco1)N1N=C(c2ccccc2)CC1c1ccc2nccnc2c1 (stereo unspecified) | i | 1% | 0% | -10% | -16% | 2% | -8 | 4.2% | 5%
Cc1ccc(S(=O)(=O)N2CCN(CC(=O)Nc3ccccc3C(=O)NC3CC3)CC2)cc1 | i | u | -11% | 7% | 2% | 3% | 2 | -0.3% | -33%
Cn1cc(S(=O)(=O)c2ccccc2)c(=O)c2cc(Cl)ccc21 | i | -15% | 14% | -10% | 7% | 13% | -19 | -0.4% | 3%
O=C(NCc1ccc(S(=O)(=O)NC2CCCCC2)s1)c1ccccc1 | i | -15% | 5% | 22% | -1% | u | x | 0.7% | 13%
CC[C@@H](NCCCn1ccc(NC(=O)OCc2ccccc2)nc1=O)c1ccccc1 | i | x | -1% | -17% | x | x | -27 | -0.2% | -17%
CCc1c(C)nc2nc(NC(C)=O)[nH]n2c1=O | i | -8% | 1% | 11% | 3% | 7% | -4 | -0.1% | -2%
